From PubChem BioAssay
PDI turbidity – inhibitors of human PDI, primary screen, biochemical, turbidity, single point, plate reader; Protein disulfide-isomerase (Homo sapiens), P07237; PDI insulin aggregation turbidity, A650, 90 min; inhibition, % at 10 µM; 350,000 tested, 0.052% active;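 active = mean inhibition across replicates of 30% or more, whatever share of single replicates reach that level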;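 also: absorbance from insulin aggregation driven by PDI reduction with DTT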
Target sequence (P07237 whole entry, looked up): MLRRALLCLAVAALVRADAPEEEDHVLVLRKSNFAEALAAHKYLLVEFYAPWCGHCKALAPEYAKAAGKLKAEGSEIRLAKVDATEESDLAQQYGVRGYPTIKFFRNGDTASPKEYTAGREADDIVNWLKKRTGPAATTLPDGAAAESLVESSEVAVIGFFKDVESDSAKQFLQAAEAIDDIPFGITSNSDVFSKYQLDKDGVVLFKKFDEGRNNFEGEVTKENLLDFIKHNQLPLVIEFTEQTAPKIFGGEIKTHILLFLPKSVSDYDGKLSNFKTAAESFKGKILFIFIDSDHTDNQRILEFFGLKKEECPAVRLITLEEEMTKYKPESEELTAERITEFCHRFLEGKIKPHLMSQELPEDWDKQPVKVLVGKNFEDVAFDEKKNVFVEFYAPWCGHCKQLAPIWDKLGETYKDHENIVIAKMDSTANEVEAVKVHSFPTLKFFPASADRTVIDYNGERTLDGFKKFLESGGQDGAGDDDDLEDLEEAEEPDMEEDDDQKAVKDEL
HIF-2a block – HIF-2a reporter inhibitors, primary screen, luminescence, 786-0 RCC cells | AID 624352, 2012 | inhibition, % at 18.8 µM | 786-0 RCC cells HIF-2a reporter, luciferase luminescence, overnight | 360,000 tested, 0.72% active;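 active = inhibition of the luminescence signal of 40% or more relative to plate controls, in a single-dose primary screen at 18.75 µM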
iPSC survival up – enhancers of single-cell hiPSC survival, primary screen, ATPlite luminescence; 100% = ROCK inhibitor wells, 0% = DMSO; survival enhancement, % at 20 µM; 360,000 tested, 0.044% active; AID 602274, 2012; in the data active = survival enhancement above about 18%;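 also: cells exposed to compounds for 16 hours before the ATP read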
MITF TRPM1 inh – inhibitors of MITF-dependent TRPM1 promoter reporter, primary screen, cell-based, SK-MEL-5, single point, luciferase. SK-MEL-5 TRPM1 promoter luciferase, 24 h. inhibition, % at 12.5 µM. 330,000 tested, 0.83% active. AID 488899, 2010;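 active = mean inhibition across replicates of 60% or more, whatever share of single replicates reaches that level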; also: values of inactives mirror those of a sister screen read the other way
Peg3 prom inh – Peg3 promoter-driven luciferase inhibitors, primary screen, cell-based, HeLa, luciferase luminescence; HeLa PEG-Prom luciferase reporter, overnight; inhibition, % at 20 µM; 360,000 tested, 1.7% active; AID 588405, 2011;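 active = inhibition of at least 50% at 20 µM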
NR2E3 ag-1 – NR2E3 agonists in two-hybrid cells, primary screen, cell-based, luminescence, CHO-S, Gal4-NCOR/VP16-NR2E3; Photoreceptor-specific nuclear receptor (Homo sapiens), Q9Y5X4; luciferase; inhibition of corepressor binding, % at 3.98 µM; 360,000 tested, 0.35% active; AID 602229, 2012;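 active = inhibition above the mean of all tested compounds plus 3 SD, cut at about 70% in these data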;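 also: 0% = DMSO with NR2E3 transfected cells and 100% = cells lacking NR2E3 construct; higher means lower luciferase signal from less NR2E3 corepressor binding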
Target sequence (Q9Y5X4 whole entry, looked up, the tested form may be a part): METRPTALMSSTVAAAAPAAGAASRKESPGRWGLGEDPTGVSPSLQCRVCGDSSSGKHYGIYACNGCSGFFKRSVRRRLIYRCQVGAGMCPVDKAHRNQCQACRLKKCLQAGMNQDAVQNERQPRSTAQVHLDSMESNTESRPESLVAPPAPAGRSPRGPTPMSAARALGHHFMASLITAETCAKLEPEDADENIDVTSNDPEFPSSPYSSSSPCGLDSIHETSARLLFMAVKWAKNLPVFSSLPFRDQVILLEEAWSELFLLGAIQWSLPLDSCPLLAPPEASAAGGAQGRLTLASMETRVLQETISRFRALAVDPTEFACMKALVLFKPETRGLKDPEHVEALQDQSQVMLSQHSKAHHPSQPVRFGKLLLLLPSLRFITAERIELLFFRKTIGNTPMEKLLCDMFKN
CaV13 FRET inh – Primary screen for inhibitors of IQ motif and Ca2+-dependent inactivation inhibitor domain binding in CACNA1D, Förster resonance energy transfer in living cells, …. inhibition, % at 12.3 µM. HEK cells, CFP/YFP FRET ICDI-IQ, plate reader, 10 min; percent FRET-ratio fall versus neutral wells. 340,000 tested, 0.098% active. AID 743397;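 active = mean replicate inhibition of at least 30% and at least 1% of replicates passing that level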;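 also: 0% = median of the neutral control wells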
NR2E3 ag-2 – inhibitors of NR2E3-RetCOR corepressor binding, primary screen, NR2E3 agonist project, biochemical, TR-FRET, GST-NR2E3, biotin-RetCOR. 320,000 tested, 0.12% active. Photoreceptor-specific nuclear receptor (Homo sapiens), Q9Y5X4. 1536-well. inhibition of corepressor binding, % at 4.78 µM. AID 2300, 2010;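 active = percent inhibition above the cutoff of mean plus 3 SD of all tested compounds, set per screening campaign, cut at about 20% in these data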;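 also: 0% = DMSO wells and 100% = biotin wells as full block of FRET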
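system = GST-tagged NR2E3 plus biotinylated RetCOR corepressor | input = 1.35 nM GST-NR2E3 | also added = 7 nM biotin-RetCOR | schedule = 5 h incubation at 4 °C | measured by = TR-FRET with europium anti-GST and streptavidin-D2, 340 nm excitation | read-out = percent loss of FRET ratio relative to control wells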
Granule exo inh – LAMP-1 surface exposure blockers, TALL-104 cells – cell-based, flow cytometry, MLPCN library, primary screen | 360,000 tested, 0.66% active | TALL-104 LAMP-1 surface exposure; cells stimulated with thapsigargin and PMA | AID 651702, 2012 | inhibition, % at 10 µM;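 active = inhibition above about 55%, limit read from the data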
Vif inh – HIV Vif self-association inhibitors, primary screen, imaging, HEK293T, single point; inhibition, % at 7.49 µM; AID 602346, 2012; 340,000 tested, 0.35% active; HEK293T cells, Vif self-association by quenched fluorescence, 24 h; in the data active = inhibition above about 50%, passing the limit was not always enough; also: some results filed as inactive read as strong as hits
aDG glyco up – activators of alpha-DG glycosylation, primary screen, uHTS, Pro5-aDG cells, AlphaScreen | alpha-DG glycosylation AlphaScreen (IIH6); 0% Pro5, 100% B10-LARGE cell signal | 360,000 tested, 0.22% active | activation, % at 10 µM;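 active = activation of at least 8% versus controls, or a plate z-score of at least 8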;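 also: Pro5 are CHO cells carrying HIG-tagged alpha-DG that lacks glycosylation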
An asterisk follows results filed as active; nt = not tested or not shown.

SMILES	PDI turbidity	HIF-2a block	iPSC survival up	MITF TRPM1 inh	Peg3 prom inh	NR2E3 ag-1	CaV13 FRET inh	NR2E3 ag-2	Granule exo inh	Vif inh	aDG glyco up
CCc1nn(C(CC)C(=O)NCc2cccc(OC)c2OC)c(=O)c2cc3occc3n12 (stereo not given)	3.8	1.1	-0.4	11.3	10.2	-15.1	-4.6	4.0	19.4	-4.8	0.7
COc1ccc(Nc2cnn(-c3nc4ccccc4s3)c(=O)c2Cl)cc1	-1.1	-161.3	5.5	-33.3	-20.8	-70.8	-5.4	-6.4	45.1	-9.4	-0.5
Cc1cc(C)c(NS(=O)(=O)c2ccc3c(c2)NC(=O)CCS3)c(C)c1	-9.6	14.9	-0.5	-4.5	20.2	18.4	-6.9	8.6	-1.9	9.0	1.1
COc1ccc(-c2nc(-c3ccc4c(c3)OCO4)[nH]c2-c2ccc(OC)cc2)cc1	3.5	-0.8	0.9	21.9	20.1	5.1	-4.3	-1.8	7.4	-10.2	1.6
Cc1c(NC(=O)Nc2ccccc2C(F)(F)F)c(=O)n(-c2ccccc2)n1C	-0.1	17.6	-0.3	-5.1	8.7	1.9	-20.7	-1.7	2.8	-1.2	-0.1
O=C(Nc1ccccc1C(F)(F)F)c1cc(-c2cccc(O)c2)on1	6.3	-154.9	0.2	-69.4	-135.3	-60.5	-8.3	2.9	-0.1	-4.9	0.0
Cc1c(C(=O)Nc2ccc3c(c2)CCC3)cccc1[N+](=O)[O-]	2.1	-248.8	-1.5	-90.5	-258.1	-108.3	-4.7	-1.2	4.0	-10.6	0.1
COCCNC(=O)/C(C#N)=C\c1ccc(CNS(=O)(=O)c2ccc(C)cc2)o1	10.3	13.9	-1.4	0.0	6.1	-11.2	1.4	-3.4	-0.7	10.2	0.1
CCOc1ccc2nc(C(=O)N3CCCC(C)C3)sc2c1 (stereo not given)	-16.8	-181.6	0.6	-73.9	-325.2	-168.4	-3.3	-1.6	-1.0	-0.4	-0.1
COc1ccc(N2CCN(C(=O)c3ccc(CS(=O)(=O)c4ccc(OC)cc4)o3)CC2)cc1	4.4	-6.3	0.3	7.9	8.0	-16.4	27.1	0.9	10.6	-3.4	-0.2
CC(C)Cn1c2c(c(O)c(C(=O)Nc3nc4ccccc4s3)c1=O)CCCC2	-2.9	7.9	-0.6	3.5	-2.7	4.2	-4.4	4.9	-4.4	-1.0	-0.1
O=C(CSc1nnnn1-c1ccc(O)cc1)NC1CCCCC1	7.5	-2.1	-0.6	-1.3	-19.8	2.4	-2.6	2.8	3.1	9.8	-0.4
COc1ccc(CC(=O)N2N=C(c3ccncc3)CC2(O)C(F)(F)F)cc1 (stereo not given)	-8.1	14.4	28.6*	5.3	25.2	-5.6	-3.7	1.3	-9.7	2.6	0.0
CC(C)CCNC(=O)C(C)N(Cc1ccc(F)cc1)C(=O)c1ccc(CN2CCCCC2)o1 (stereo not given)	2.3	-2.7	1.1	-7.4	12.8	-20.5	-7.2	1.9	-1.4	-4.9	0.0
CCCCNC(=O)N(C)c1nc2ccccc2s1	1.4	-269.1	0.5	-45.7	-232.1	-76.7	1.4	-0.1	0.6	-8.9	0.1
O=C(Oc1coc(CSc2ncccn2)cc1=O)c1ccco1	-0.5	6.4	0.4	5.4	13.4	-58.3	-7.2	1.6	16.7	-12.9	0.0
CC(c1n[nH]c(=S)n1-c1ccc(Cl)cc1)N(C)C (stereo not given)	-2.8	19.5	-2.4	15.5	5.0	-1.9	-5.6	3.4	-2.9	-7.8	-0.2
Cc1cc(N2C(=O)c3ccc(C(=O)Nc4ccc(O)cc4C(=O)O)cc3C2=O)no1	4.9	3.8	0.3	-3.7	12.9	-7.8	-10.6	-0.3	1.6	-5.4	0.6
Cc1cc(C)c2nc(N(CCCN(C)C)C(=O)c3ccc(S(=O)(=O)N4CC(C)OC(C)C4)cc3)sc2c1 (stereo not given)	2.0	4.3	-0.5	1.5	-11.7	1.6	-5.3	1.4	8.6	6.7	1.4
CCOC(=O)N1CCN(CC(=O)Nc2c(C(=O)OC)[nH]c3cc(C)ccc23)CC1	-4.3	5.8	-0.3	26.7	15.5	11.1	-5.0	0.1	2.2	-6.6	0.2
CC(C)=CCCC(C)CN1CCC(N2CCC(C(=O)N3CCCC3)CC2)CC1 (stereo not given)	15.6	1.8	-0.3	2.0	-1.1	-2.9	-2.6	-3.4	24.4	-2.4	0.7
c1ccc(-c2cc3c(N4CCN(c5ccccc5)CC4)ncnc3s2)cc1	7.1	-52.9	0.4	1.9	4.3	-2.6	-4.8	2.9	-1.1	-2.4	0.3
CCOCCn1c(=O)c2c(nc3n2CC(C)CN3CCc2ccccc2)n(C)c1=O (stereo not given)	-4.3	5.6	-0.4	-19.6	20.1	13.3	-3.9	-4.0	-5.0	7.5	-0.1
Cc1cc(C(=O)COC(=O)c2nn(C)c(=O)c3ccccc23)c(C)n1C	11.5	-14.6	-0.4	-3.3	-8.0	-17.0	-2.7	nt	-2.4	21.2	-0.2
COc1ccc(CC(=O)OC(C)CN2CCCC2)cc1 (stereo not given)	-6.0	13.6	-1.0	8.7	8.5	7.2	-5.1	-1.7	-2.6	34.2	0.1
Cc1ccccc1C(=O)NC(=S)Nc1sc2c(c1C#N)CCC(C)C2 (stereo not given)	-1.7	-108.7	-1.0	3.9	-34.3	-6.8	-4.3	-2.0	1.2	-2.5	0.2
C#CCOCCOCCOCCNc1nc(N2CCN(C(=O)Cn3cc(CCO)nn3)CC2)nc(N2CCN(C(=O)[C@H]([C@@H](C)CC)n3cc(CCCCN)nn3)CC2)n1	-3.9	3.4	-1.4	-8.0	2.3	-10.1	-9.5	nt	5.4	-3.6	0.0
CCc1nc2ccccc2n1CC(=O)NC1CCS(=O)(=O)C1 (stereo not given)	0.0	13.7	-0.8	2.4	5.5	-4.5	-6.0	nt	0.7	11.7	0.0
CN(CCCNC(=O)C1CCC(CNS(=O)(=O)c2ccccc2)CC1)Cc1ccccc1 (stereo not given)	-3.0	2.9	0.0	-9.8	-3.3	-11.3	-4.8	-4.3	2.5	8.6	0.1
Cc1cc(NC2CCCC2)n2ncc(-c3ccccc3)c2n1	1.5	-20.7	0.2	-24.5	-64.7	55.7	-17.1	-1.3	15.3	-2.3	0.1
CCOC(=O)c1c(NC(=O)c2cc(-c3cccc(O)c3)on2)sc(C(C)=O)c1C	-13.1	9.0	-0.9	-11.9	-2.3	7.2	-6.3	0.3	3.0	21.3	-0.1
Cc1ccc(C(=O)Nc2cccnc2)cc1S(=O)(=O)N1CCOCC1	-10.7	0.6	-2.1	10.5	10.5	-20.1	-5.6	-2.5	-0.7	-6.4	-0.4
COc1ccc(N2CCN(C(=O)Cc3ncc(C(F)(F)F)cc3Cl)CC2)cc1	-9.0	-38.1	0.5	7.6	12.7	3.5	-6.0	0.0	1.4	-4.6	0.2
CCOC(=O)N1CCN(C2CCCN(C(=O)c3ccccc3C(F)(F)F)C2)CC1 (stereo not given)	-4.6	6.2	0.4	11.8	-4.6	9.3	-5.6	nt	0.1	1.3	0.3
CCOc1ccc(CNC(=O)C2CCCN(c3nnc(C)c4c(C)n(-c5ccccc5)nc34)C2)cc1 (stereo not given)	3.0	40.7*	0.0	48.5	34.3	-23.8	-5.6	0.0	26.6	-4.0	1.4
Cc1sc2ncnc(N[C@@H](CCC(=O)O)C(=O)O)c2c1C	-6.2	16.3	-1.7	2.9	10.5	-2.4	-4.7	1.9	0.2	nt	-0.2
Cc1ccc(NC(=O)CSc2nnc(-c3ccco3)o2)c(C)c1	1.8	8.3	-0.4	-2.2	-9.3	-10.4	-4.0	3.8	2.2	3.8	-0.1
Cc1nnc(NC(=O)CSc2nnc(Cc3cccn3C)n2-c2ccccc2)s1	nt	6.8	4.5	3.0	3.9	-16.7	0.0	2.9	4.3	nt	-0.1
COc1cc(OC)cc(C(=O)N/N=C/c2ccc(OC)c(COc3ccc(F)cc3)c2)c1	-5.7	7.6	-3.9	19.0	14.9	-4.9	-4.7	-2.4	4.2	-1.6	-0.3
O=C(O)c1cnn2c1C(=O)N(Cc1cccs1)CC2	-0.7	13.4	-0.9	-8.8	-7.5	12.8	-4.2	3.5	-1.5	2.1	0.2
CCCc1nc2c(=O)[nH]c3ccccc3c2o1	-5.1	2.9	-0.5	-13.0	-8.5	-9.6	nt	1.2	-0.4	7.5	-0.1
Cc1ccc(NC(=O)CCC(=O)NNC(=S)Nc2ccc(F)cc2)c(C)c1	-6.5	8.8	0.2	-6.0	0.4	-22.5	-2.4	-0.3	5.4	14.9	0.0
Cc1ccc(NC(=O)CNc2cccc(C)c2C)c(C)c1	3.9	-33.6	-0.7	-7.0	-13.8	-31.9	-0.9	2.1	-0.1	nt	0.2
CC(OC(=O)CCN=C1NS(=O)(=O)c2ccccc21)C(=O)Nc1ccc(F)cc1 (stereo not given)	-1.4	0.5	0.3	-2.5	-5.0	-12.6	-4.2	4.3	-6.0	11.1	-0.2
N#C/C(=C\c1ccncc1)c1nc2ccccc2[nH]1	6.4	-43.8	-0.7	7.5	-32.9	-78.5	-6.8	nt	0.2	-5.3	0.2
CCOc1ccccc1NC(=O)C1CCCN(C(=O)Nc2ccccc2)C1 (stereo not given)	1.1	-9.0	-2.2	-12.5	-14.4	-14.8	nt	1.1	1.1	nt	0.0
CC(C)(C)OC(=O)C[C@@H]1C/C=C\C[C@H](CC(=O)NCCO)C(=O)N[C@@H](Cc2ccccc2)COC1=O	2.8	7.5	1.1	8.0	10.3	7.1	-4.3	nt	-7.2	-3.2	0.2
COc1ccc2c(Cl)c(C(=O)NCCc3ccc(S(N)(=O)=O)cc3)sc2c1	5.2	9.5	0.6	-1.3	-7.0	-17.9	-26.6	-1.4	-6.9	-7.7	0.0

Rows are unselected; 3.5% or so of the library scored in one or more.
